High-throughput results (PubChem)
GLP1R inv ag: qHTS of GLP-1 Receptor Inverse Agonists (Inhibition Mode); Glucagon-like peptide 1 receptor (Homo sapiens), P43220; HEK293 GLP-1R CRE-luciferase, luminescence, 24 h; GLP-1R form is constitutively active; Potency, µM (highest dose often 38.3 µM), for inactives: at the top dose activity change, negative = inhibition, actives largely listed as inhibitors; actives 1.6% (n = 410,000); AID 624417, 2012; further: potency means the concentration at half of the fitted maximal effect; on the % scale 0 is the no-effect control and ±100 the full control effect; nearly all actives have a fitted effect of over 55% in size
Target sequence (P43220 whole entry, looked up): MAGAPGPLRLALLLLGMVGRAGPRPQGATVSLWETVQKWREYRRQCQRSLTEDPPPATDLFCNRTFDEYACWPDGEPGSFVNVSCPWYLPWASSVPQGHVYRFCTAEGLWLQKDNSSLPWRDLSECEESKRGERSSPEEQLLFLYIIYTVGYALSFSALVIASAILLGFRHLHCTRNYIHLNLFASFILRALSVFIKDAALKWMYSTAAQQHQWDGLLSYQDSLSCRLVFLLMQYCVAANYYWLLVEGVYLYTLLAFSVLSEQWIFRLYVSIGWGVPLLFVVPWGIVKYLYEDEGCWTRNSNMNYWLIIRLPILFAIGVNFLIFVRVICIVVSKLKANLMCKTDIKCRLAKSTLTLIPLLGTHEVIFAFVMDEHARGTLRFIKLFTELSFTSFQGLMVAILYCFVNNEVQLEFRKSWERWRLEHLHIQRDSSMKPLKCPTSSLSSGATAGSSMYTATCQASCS
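Using stably transfected HEK293 (constitutively active GLP-1R, cAMP-luciferase reporter), compounds were incubated 24 hr and luciferase measured by luminescence.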
GLP1R ag: qHTS of GLP-1 Receptor Agonists. Glucagon-like peptide 1 receptor (Homo sapiens), P43220. HEK293 GLP-1R CRE-luciferase, luminescence, 4-6 h; cells express a hypersensitive GLP-1R form. Potency, µM (doses to about 45.6 µM), for inactives: at the highest dose activation, hits mostly activators. actives 0.007% (n = 380,000). AID 624172, 2012; further: potency means the concentration at half of the fitted maximal effect; % of control where 0% means no effect
EPAC1 ag: qHTS for Agonist of cAMP-regulated guanine nucleotide exchange factor 3 (EPAC1): primary screen. actives 0.073% (n = 360,000). Rap guanine nucleotide exchange factor 3 (Homo sapiens), O95398. EPAC1 agonist qHTS, biochemical assay; response scale: 100% = response to 6.5 mM cAMP. Potency, µM (doses to about 154 µM), without a hit: at the highest dose activation, usual class: activators; further: potency means the concentration at half of the fitted maximal effect; nearly all actives have a fitted effect of over 60% in size
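EPAC1 100 nM, Rap1B–BODIPY-GDP 250 nM, unlabeled GDP 50 uM; compound titration; 5 min RT; kinetic read ex480/em540 at 5-min intervals ×30 min; data normalized to 6.5 mM cAMP agonist control.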
PLK1 PBD block: qHTS for Inhibitors of PLK1-PDB (polo-like kinase 1 - polo-box domain): Primary Screen. actives 2.8% (n = 360,000). Serine/threonine-protein kinase PLK1 (Homo sapiens), P53350. Plk1 PBD binding of FITC phosphopeptide, fluorescence polarization. Potency, µM, for inactives: max response, negative = inhibition, hits mostly inhibitors; further: potency means the concentration at half of the fitted maximal effect; series mostly up to about 57 µM; on the % scale 0 is the no-effect control and ±100 the full control effect; nearly all actives have a fitted effect of over 65% in size
Target sequence (P53350 whole entry, looked up, the tested form may be a part): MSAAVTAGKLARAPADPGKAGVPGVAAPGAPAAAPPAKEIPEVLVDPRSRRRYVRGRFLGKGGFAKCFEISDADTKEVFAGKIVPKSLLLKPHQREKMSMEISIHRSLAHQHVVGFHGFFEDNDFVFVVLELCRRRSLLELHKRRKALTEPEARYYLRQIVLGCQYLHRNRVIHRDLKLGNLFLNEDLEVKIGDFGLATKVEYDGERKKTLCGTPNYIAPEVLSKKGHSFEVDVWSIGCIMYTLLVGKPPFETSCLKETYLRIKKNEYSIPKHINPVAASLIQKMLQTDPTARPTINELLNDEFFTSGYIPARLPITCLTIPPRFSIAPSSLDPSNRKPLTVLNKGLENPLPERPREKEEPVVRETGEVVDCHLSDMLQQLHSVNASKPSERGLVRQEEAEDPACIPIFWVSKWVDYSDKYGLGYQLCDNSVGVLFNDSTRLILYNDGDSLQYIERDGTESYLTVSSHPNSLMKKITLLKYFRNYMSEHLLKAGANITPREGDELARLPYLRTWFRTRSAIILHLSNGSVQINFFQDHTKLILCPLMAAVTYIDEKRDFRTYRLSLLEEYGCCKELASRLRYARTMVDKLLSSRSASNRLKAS
IL2 activator: qHTS of IL-2 Activators. IL-2 activation reporter assay, cell-based qHTS; stimulated with anti-CD3/CD4/CD28 beads; in transgenic mouse T cells. activation, % (series mostly up to about 46 µM). actives 0.065% (n = 360,000). AID 652025, 2013; in the data active means activation above about 50%; inconclusive means mostly about 30% to 49%; further: 0% is about no effect
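Readout: EGFP and DsRed signals by fluorescent plate cytometry. Unstimulated transgenic mouse T cells received compound 60 min before antibody-bead stimulation, then incubated 18 h at 37 degrees C.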
PTHR1 ag: qHTS for PTHR1 Agonists: Primary Screen | HEK293 GP2 PTHR1 cells, GloSensor cAMP luminescence, 1 h | AID 743266, 2014 | Parathyroid hormone/parathyroid hormone-related peptide receptor (Homo sapiens), Q03431 | Potency, µM (highest dose often 115 µM), for inactives: at the top dose activation, actives largely listed as activators | actives 0.075% (n = 410,000); further: potency means the concentration at half of the fitted maximal effect; nearly all actives have a fitted effect of over 55% in size; some results filed as inactive show a strong effect at the top dose; inactives centre near -15; many of its hits are not listed in these tables
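HEK-293-derived GP2 cells expressing PTHR1 and a GloSensor cAMP reporter, 3,000/well, plated overnight, given luciferin plus IBMX (each 0.5 mM as added) for 1 h at 37 °C, then compound for 1 h at 37 °C. Luminescence was read after 15 min at room temperature.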
EPAC1 antag: qHTS for Antagonist of cAMP-regulated guanine nucleotide exchange factor 3 (EPAC1): primary screen | EPAC1 GEF assay, Rap1b-BODIPY-GDP exchange fluorescence | Potency, µM (highest dose often 115 µM), inactives show at the top dose activity change, negative = inhibition, usual class: inhibitors | actives 0.14% (n = 360,000) | Rap guanine nucleotide exchange factor 3 (Homo sapiens), O95398;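 further: potency means the concentration at half of the fitted maximal effect; plate controls were vehicle for no effect and positive control for full effect; nearly all actives have a fitted effect of over 50% in size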
GLP1R cytotox: qHTS of GLP-1 Receptor Inverse Agonists: Cytotox Screen. HEK293 cAMP-luciferase reporter cells, luminescence, 24 h. Potency, µM (top dose mostly 38.3 µM), inactives show top-dose activity change, negative = inhibition, usual class: inhibitors. actives 0.13% (n = 410,000);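 further: loss of luciferase light is scored as toxicity; potency means the concentration at half of the fitted maximal effect; on the % scale 0 is the no-effect control and ±100 the full control effect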
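MLSMR compounds, 24 hr on cells at 37 deg C/5% CO2; luminescence after luciferase reagent (12 min RT). Inhibition counted as the undesired cytotoxic outcome.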
PI5P4Ka inh: qHTS for Inhibitors of phosphatidylinositol 5-phosphate 4-kinase (PI5P4K); AID 652105, 2013; actives 1.2% (n = 330,000); max response, %; PI5P4Kalpha enzyme, ADP-Glo luminescence, 60 min; hits give low values; active means max response of -50% or lower; inconclusive means between -30% and -50%; inactive means -30% or higher; further: value at the top dose of about 77 µM; on the % scale 0 is the no-effect control and ±100 the full control effect
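ADP-Glo luminescence end-point read after a 60 min room-temperature kinase reaction of PI5P4Kalpha plus substrate, initiated with ATP at 5 microM final. Buffer: 0.038 M HEPES pH 7.4, EGTA, 0.1% CHAPS, 5% DMSO.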
* hit, by the source's call; i = inactive; ? = inconclusive; / = not tested or not shown; [ ] = dose if it differs, or a comment. Unless noted, the call rests on the fitted dose curve; in most records, active means well fitted curve in the direction sought with a large enough effect; inconclusive means small, poorly fitted or top-dose-only effect, or another doubt; inactive means no such curve, though single readings can be large; an effect the other way counts as inactive or inconclusive. Not all compounds are listed; count on the stated rates, not on these rows.

SMILES	GLP1R ag	PLK1 PBD block	GLP1R inv ag	EPAC1 ag	EPAC1 antag	PI5P4Ka inh	GLP1R cytotox	PTHR1 ag	IL2 activator
CN(CC(=O)NCC1CCCO1)S(=O)(=O)c1ccc2ccccc2c1 (stereo not given)	4.0%	1.2%	-13.4%	-11.4%	13.9%	-4.7	3.3%	-16.6%	-2.1
CCOc1ccc(Nc2nnc(SCc3nc4ccccc4c(=O)[nH]3)s2)cc1	3.3%	-2.7%	4.2%	-6.8%	4.4%	-6.9	-2.7%	?	-0.1
COc1ccccc1NS(=O)(=O)c1cccc(C(=O)NNC(=O)c2ccc(NC(C)=O)cc2)c1	-1.5%	-4.0%	3.9%	-3.5%	-15.9%	-0.4	-12.1%	-41.9%[inhibitor]	0.5
O=C(Nc1ccccc1Cl)C1CCCN(S(=O)(=O)c2cccc3cccnc23)C1 (stereo not given)	-6.3%	-16.4%	?	-5.7%	-23.7%	-4.5	7.5%	15.4%	0.2
CC(C)(C)c1ccc(NS(=O)(=O)c2ccc(N)cc2)cc1	17.0%	-8.5%	?	0.0%	-26.3%	0.9	-1.6%	i	-0.3
O=C(CNC(=O)c1ccccc1)NCCCSc1ccccc1	-2.3%	1.5%	2.4%	0.0%	-9.6%	5.9	15.6%	i	-1.1
CC(O)c1cccc(NC(=O)Nc2cccc(NC(=O)Nc3cccc(C(C)O)c3)c2)c1 (stereo not given)	1.4%	5.1%	-13.4%	-4.9%	0.3%	-9.1	-6.2%	i	-3.3
CC1CC(=O)C(C2c3ccccc3CCN2C(=O)CCl)C(=O)C1 (stereo not given)	-4.8%	-9.0%	-10.1%	11.0%	-7.7%	0.9	3.9%	i	3.9
Cc1cccnc1NC(=O)CNC(=O)C1CCCCC1	4.4%	-2.6%	3.5%	5.0%	-3.6%	-5.2	1.7%	-15.0%	1.2
Cc1ccc(OC(=O)c2cccc(S(=O)(=O)N3CCCC3)c2)c(-n2nc3ccccc3n2)c1	10.4%	-16.3%	?	11.6%	2.0%	0.6	-7.6%	-15.5%	-0.8
O=C(Nc1ccc([N+](=O)[O-])cc1)c1cc(Cl)sc1Cl	-0.1%	-10.0%	-15.8%	-3.9%	-9.7%	-0.6	-4.6%	-18.3%	0.1
O=C(Oc1ccc(OC(=O)c2ccncc2)cc1)c1ccncc1	0.6%	-4.5%	0.5%	1.7%	9.9%	-1.3	-13.1%	-5.6%	-1.5
COc1ccc(OCC(=O)OCC(=O)NC2CCCC2)cc1	-5.5%	3.3%	4.2%	4.0%	-1.7%	-6.7	0.7%	-24.0%	-0.3
CCOC(=O)c1cc(-c2ccccc2C)n(CC2CC(c3ccc(OC)cc3)=NO2)n1 (stereo not given)	15.3%	-1.4%	?	7.6%	-13.1%	11.1	0.5%	-49.4%[inhibitor]	-0.7
COc1ccc(-n2nc(C(=O)Nc3nc4ccc(OC)cc4s3)c3ccccc3c2=O)cc1	-1.5%	3.8%	9.7%	4.3%	8.3%	-9.2	-13.3%	-19.3%	0.3
CN(CC(=O)Nc1ccc(Cl)c(C(F)(F)F)c1)C(=O)c1cccc2cccnc12	-0.6%	-2.6%	?	2.7%	3.7%	5.1	-25.3%	-17.5%	-0.4
CC(C)C(C(=O)O)N1C(=O)/C(=C/C=C/c2ccco2)SC1=S (stereo not given)	-15.0%	2.99µM*	-22.5%	9.0%	56.2µM*	-94.2*	?	-1.4%	-2.2
CCn1c(SCC(=O)Nc2cccc(F)c2)nc2c(c1=O)SC(C)C2 (stereo not given)	19.6%	-11.8%	14.0%	2.5%	-10.5%	-1.6	6.3%	-29.7%	-2.2
COCCN1C(=O)C(=O)/C(=C(/O)c2cccc(S(=O)(=O)N(C)C)c2)C12C(=O)N(C)c1ccccc12 (stereo not given)	-5.4%	1.8%	3.8%	3.2%	6.2%	-7.1	-7.4%	4.3%[57.5 µM]	2.4
CCOc1ccc(CCNC(=O)C2CCCN(c3nnc(-n4cccc4)s3)C2)cc1OCC (stereo not given)	-5.8%	2.4%	2.2%	3.0%	11.4%	0.7	-4.7%	-7.1%[57.5 µM]	-0.2
CCn1c(SCC(=O)NCc2ccccc2)nnc1-c1ccccc1O	-0.9%	-0.7%	-26.8%	4.0%	6.0%	/	2.7%	-0.6%[57.5 µM]	-1.1
COc1ccccc1C(=O)COC(=O)C(CCSC)NC(=O)COc1ccccc1 (stereo not given)	4.3%	-0.5%	3.5%	-0.7%	-14.7%	-5.0	6.1%	i	0.1
COc1ccc(C)cc1NC(=O)C(Sc1nnc(Nc2cc(C)ccc2OC)s1)c1ccccc1 (stereo not given)	-14.4%	-18.8%	?	16.5%	0.0%	0.8	4.3%	i	0.1
OCCN=Cc1c(O)[nH]c2ccccc12	-19.8%	-1.7%	-5.7%	-2.1%	10.4%	5.9	4.9%	i	1.3
Cc1ccc(C(=O)Nc2ccc(S(=O)(=O)N3CCN(C)CC3)cc2)cc1	0.3%	3.7%	-4.3%	-2.9%	10.1%	-1.7	1.9%	5.8%[57.5 µM]	-0.7
CON/C=C(\C=Nc1ccc(Cl)cc1Cl)c1ncc(C(F)(F)F)cc1Cl	-3.7%	-0.6%	4.7%	-5.7%	0.4%	1.6	-0.4%	i	-1.9
N#Cc1cnn(-c2cccc(Cl)c2)c1-n1cccc1	13.3%	-4.6%	-14.7%	9.6%	4.0%	0.1	10.1%	-1.7%	0.4
CCn1c(CC(=O)Nc2ccccc2Cl)nnc1SCC(=O)NC1CCCC1	8.6%	-6.8%	3.2%	8.8%	-0.5%	-0.3	3.5%	i	0.6
O=c1[nH]nc2c3ccccc3cnn12	6.1%	3.1%	14.2%	4.5%	7.9%	-2.4	-6.0%	-16.7%[57.5 µM]	-0.7
CC(C)(C)Nc1nc2nonc2nc1NC(C)(C)C	-5.5%	-2.2%	-0.6%	6.2%	-0.7%	/	-20.7%	-38.3%[inhibitor]	-1.5
CCc1ccc(C(=O)CSc2nnc(C)c(=O)[nH]2)cc1	-1.6%	-7.0%	1.8%	1.1%	5.5%	/	2.7%	i	-2.0
CCc1cccc(NC(=S)Nc2ccc(CN3CCOCC3)cc2)c1	3.0%	-9.5%	?	4.8%	-34.1%	5.5	-25.4%	-8.3%	-2.4
COC(=O)c1cnn(-c2ccc(F)cc2F)c1/C=N/NC(=S)NC(C)(C)C	4.9%	2.1%	?	6.5%	-26.0%	0.9	?	-1.1%	-0.3
O=C(CCN1CCN(S(=O)(=O)c2ccc(F)cc2)CC1)Nc1ccccc1F	8.8%	-1.8%	13.3%	-7.1%	17.6%	-0.6	-6.0%	i	-3.5
CCC(C)(C)n1nnnc1C(c1cc2ccc(OC)cc2[nH]c1=O)N1CCN(C2CCCCC2)CC1 (stereo not given)	-7.3%	-2.1%	0.0%	-2.2%	8.1%	/	-25.2%	i	-2.9
COc1ccc2oc(=O)c(C(=O)NCc3ccc(C)cc3)cc2c1	9.8%	2.9%	12.5%	-5.5%	5.5%	6.7	2.0%	-1.8%	0.0
N#Cc1c(-c2ccccc2)c(C#N)c2nc3ccccc3n2c1N	5.2%	-19.5%	65.9%[activator]	-2.7%	?	-20.5	40.9%[activator]	-5.8%	-2.3
CCOC(=O)Cn1nc(C)c(NC(=O)COc2ccc([N+](=O)[O-])cc2)c1C	0.8%	-9.4%	4.1%	8.9%	6.7%	0.9	17.7%	i	0.9
CC(C)Cc1nn2c(=O)cc(CSCC(=O)Nc3ccccc3F)nc2s1	1.0%	-7.2%	-8.3%	-4.7%	11.3%	-1.4	-5.9%	i	-1.3
CC(=O)Nc1cccc(C(=O)O)n1	-1.4%	-4.6%	9.7%	5.6%	-13.8%	-12.0	-0.8%	i	-3.2
CC(C)OC(=O)CSc1nc(N2CCOCC2)c2c(c1C#N)CC(C)(C)OC2	12.4%	0.5%	?	-2.2%	-11.1%	-3.1	25.3%	-3.3%	0.4
CN(C)c1cccc(NC(=O)Cc2ccc(F)cc2)c1	-3.0%	-7.5%	-0.1%	-3.4%	-13.9%	/	-8.5%	-7.7%[57.5 µM]	0.0
COc1ccc2c(CC(=O)Nc3cccc(S(=O)(=O)N4CCOCC4)c3)coc2c1	14.3%	-7.6%	?	15.7%	-22.2%	-11.5	-17.3%	-27.7%	0.2
COc1ccc(S(=O)(=O)NNc2nc(C)cc(C)n2)cc1[N+](=O)[O-]	-5.8%	-12.1%	25.2%	6.0%	4.8%	7.5	0.3%	i	3.6

Whole records, looked up by structure. Order of values: GLP1R ag | PLK1 PBD block | GLP1R inv ag | EPAC1 ag | EPAC1 antag | PI5P4Ka inh | GLP1R cytotox | PTHR1 ag | IL2 activator
COc1ccc(S(=O)(=O)NNc2nc(C)cc(C)n2)cc1[N+](=O)[O-] across the screens: -5.8% | -12.1% | 25.2% | 6.0% | 4.8% | 7.5 | 0.3% | i | 3.6
COc1ccc2c(CC(=O)Nc3cccc(S(=O)(=O)N4CCOCC4)c3)coc2c1 across the screens: 14.3% | -7.6% | ? | 15.7% | -22.2% | -11.5 | -17.3% | -27.7% | 0.2
